# S3 lipid droplet: qHTS Assay for Lipid Storage Modulators in Drosophila S3 Cells | 320,000 compounds, 0.64% hits | lipid storage change, negative = inhibition, % at the top dose, mostly 46.1 µM; hits show Potency in µM | Drosophila S3 cells, BODIPY lipid droplet fluorescence, 18-24 h; cells fed with added oleic acid; active = well fitted inhibition curve with a large enough effect in the signal ratio, with a control signal flat, not every such curve was filed as active; inconclusive = small, poorly fitted or top-dose-only effect, or effect the other way, or a change in a side signal; the % refers to the signal ratio
#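 Laser-scanning cytometry quantifies lipid droplet accumulation (500–530 nm total intensity; droplet/cell object ratio) in oleic acid-fed (400 uM added) Drosophila S3 cells treated with a concentration series. 20 uM Triacsin C defined 100% inhibition.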
# S3 lipid droplet cell count max: further read-out of S3 lipid droplet, marked with its call; cell number change, %; measured here: cell count max response;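 cells counted by Cell Tracker Red CMTPX staining in the red channel; peak over a dose series mostly up to 46.1 µM; percent activity relative to internal control wells on each plate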
# Active calls of the source: *; i = inactive; ? = inconclusive; . = not tested or not shown. % is scaled to controls: 0 for no effect and ±100 for the full control effect; potency is read from the fitted curve at half-maximal effect. Some of the compounds tested. The share of hits here may be higher or lower than overall.
SMILES,S3 lipid droplet,S3 lipid droplet cell count max
O=S(=O)(c1cccc2cccnc12)N1CCN(c2ccccn2)CC1,0%,-4
O=C(Nc1c(C(=O)N2CCC(N3CCCCC3)CC2)oc2ccccc12)c1ccc(F)cc1,?,.
COc1ccc(OC2CCN(S(=O)(=O)c3ccc(OC)c(OC)c3)CC2)cc1,?,.
CC(C)(C)c1ccc(OCC(=O)NC2CCS(=O)(=O)C2)cc1 (stereo not given),?,.
O=C(CSc1cccc(C(F)(F)F)c1)N1CCN(S(=O)(=O)c2ccccc2)CC1,?,.
CC(OC(=O)c1nc(Cl)ccc1Cl)C(=O)NC1CCCCC1C (stereo not given),?,.
O=S(=O)(Nc1cccc2cccnc12)c1ccc(S(=O)(=O)N2CCCC2)cc1,-25%,-9
Cc1ccccc1NC(=O)N1C2CCCC1CC(NC(=O)C1CC1)C2 (stereo not given),?,.
O=C(Nc1ccccc1C(=O)O)c1ccc(N2C(=O)C3CC=CCC3C2=O)cc1 (stereo not given),?,.
O=C(NN1C(=O)/C(=C/C=C/c2ccco2)SC1=S)c1ccccc1O,?,.
CCCCC(Nc1ncnc2ccccc12)C(=O)O (stereo not given),?,.
COc1cccc(-c2nnc(SCc3ccccn3)n2C)c1,?,.
O=C(O)c1ccc2cccnc2n1,3%,24
Cc1cc(C)c(S(=O)(=O)c2c(C)cccc2C)c(Cl)n1,?,.
CCOC(CNc1ncnc2sc(-c3ccccc3)cc12)OCC,?,.
COc1ccc(Cl)cc1N(CC(=O)Nc1ccc2c(c1)OCO2)S(C)(=O)=O,29%,-6
Cc1ccccc1CC1(CO)CCCN(Cc2ccc3c(c2)OCCO3)C1 (stereo not given),7%,2
Cc1cc(Cl)c(O)c(-n2nc3ccccc3n2)c1,4%,8
COc1ccc(/C=C/C(=O)CC(O)(c2ccccc2)C(F)(F)F)cc1 (stereo not given),?,.
CCNc1nc(Cl)nc(N(NC(C)=O)C(C)C)n1,-10%,4
CC(C)n1nc(C(=O)Nc2ccccc2N2CCOCC2)c2ccccc2c1=O,?,.
Cc1cc(C)cc(NC(=O)c2cnn(-c3ccccc3)c2C2CCNCC2)c1,?,.
O=C(NNC(=O)c1ccccc1F)c1cccc(Cl)c1,25%,-3
O=S(=O)(c1ccccc1F)N1CCc2ccccc2C1,?,.
CCN(CC)CCNc1nc(-c2ccco2)c2c(c1C#N)CC(C)(C)OC2,?,.
# Other compounds.
SMILES,S3 lipid droplet,S3 lipid droplet cell count max
COc1ccc2c(c1)C=C(C(=O)NCc1ccc(Cl)cc1)CO2,i,.
CC(=O)N1CCOc2ccc(S(=O)(=O)N3CCC(C(=O)Nc4ccc(C)c(C)c4)CC3)cc21,?,.
CCOC(=O)C1CCN(C(c2cccc(F)c2)c2sc3nc(C)nn3c2O)CC1 (stereo not given),2%,9
COc1cc(CCC(=O)Nc2nnc(C)s2)cc(OC)c1OC,?,.
COC(=O)c1cc(NC(=O)C(C)c2ccc(CC(C)C)cc2)ccc1O (stereo not given),3%,2
NC(=O)c1c(NC(=O)c2ccc(N3C(=O)CCC3=O)cc2)sc2c1CCCC2,8%,-16
CCN(CC(=O)Nc1cc(Cl)ccc1C)C(=O)CCOc1ccc(C)cc1,?,.
COc1ccc(NC(=O)NCCCCc2ccccc2)cc1OC,i,21
Cc1cccc(Nc2cc(C)c3c(O)cccc3n2)c1C,?,.
O=C1C=C(c2cccc(Cl)c2)C[C@@H](c2ccc(F)cc2)C1,?,.
CCN=C(Nc1ccc2c(c1)OCO2)SC1CC(=O)N(c2ccccc2F)C1=O (stereo not given),14%,-10
Cc1cc(C(=O)COC(=O)CNC(=O)c2ccc(F)cc2)c(C)n1Cc1ccco1,?,.
CC(=O)N(c1ccc(N(C(C)=O)S(=O)(=O)c2ccccc2)cc1)S(=O)(=O)c1ccccc1,i,-6
Cc1nc2ccc(Nc3ccncc3)cc2s1,?,.
CC1CCN(c2ccc(N3C(=O)C4CCCCC4C3=O)cc2[N+](=O)[O-])CC1 (stereo not given),?,.
CCc1cc(C(=O)Nc2ncccc2O)sc1C,-9%,-7
Cc1cc(C(=O)NCc2ccc(Cl)cc2)n(-c2ccccc2)n1,-12%,-7
Cc1nn(Cc2ccccc2)c(C)c1C(=O)OCC(=O)c1cc(C)n(CC(F)(F)F)c1C,?,.
CC(C(=O)Nc1ccc(C#N)cc1)N(C)CC(=O)Nc1cccc(F)c1 (stereo not given),11%,.
CC1CCN(S(=O)(=O)c2ccc3[nH]c(=O)[nH]c3c2)CC1,i,12
COc1ccc(-c2cc(=O)oc3cc(OC(C)C(=O)NCCCn4ccnc4)ccc23)cc1 (stereo not given),?,.
CCOc1ccc(C2=C(C=Nc3c(C)n(C)n(-c4ccccc4)c3=O)C(c3ccc(F)cc3)c3ccccc3O2)cc1 (stereo not given),?,.
S=C(Nc1ccc(Nc2ccccc2)cc1)N1CCN(c2ncccn2)CC1,15%,4
COc1ccccc1C1N=C(c2ccccc2C)NO1 (stereo not given),i,12
O=C(C1CCCN(S(=O)(=O)c2ccc(F)cc2)C1)N1CCCCC1 (stereo not given),i,-18

# Some of the entries so far, with values under each structure.
# Second line of a record – S3 lipid droplet	S3 lipid droplet cell count max
> COc1ccc(Cl)cc1N(CC(=O)Nc1ccc2c(c1)OCO2)S(C)(=O)=O
 : 29%	-6
> Cc1ccccc1CC1(CO)CCCN(Cc2ccc3c(c2)OCCO3)C1 (stereo not given)
 : 7%	2
> Cc1cc(Cl)c(O)c(-n2nc3ccccc3n2)c1
 : 4%	8
> COc1ccc(/C=C/C(=O)CC(O)(c2ccccc2)C(F)(F)F)cc1 (stereo not given)
 : ?	.
> CCNc1nc(Cl)nc(N(NC(C)=O)C(C)C)n1
 : -10%	4
> CC(C)n1nc(C(=O)Nc2ccccc2N2CCOCC2)c2ccccc2c1=O
 : ?	.
> Cc1cc(C)cc(NC(=O)c2cnn(-c3ccccc3)c2C2CCNCC2)c1
 : ?	.
> O=C(NNC(=O)c1ccccc1F)c1cccc(Cl)c1
 : 25%	-3
> O=S(=O)(c1ccccc1F)N1CCc2ccccc2C1
 : ?	.
> CCN(CC)CCNc1nc(-c2ccco2)c2c(c1C#N)CC(C)(C)OC2
 : ?	.
> COc1ccc2c(c1)C=C(C(=O)NCc1ccc(Cl)cc1)CO2
 : i	.
> CC(=O)N1CCOc2ccc(S(=O)(=O)N3CCC(C(=O)Nc4ccc(C)c(C)c4)CC3)cc21
 : ?	.
> CCOC(=O)C1CCN(C(c2cccc(F)c2)c2sc3nc(C)nn3c2O)CC1 (stereo not given)
 : 2%	9
> COc1cc(CCC(=O)Nc2nnc(C)s2)cc(OC)c1OC
 : ?	.
> COC(=O)c1cc(NC(=O)C(C)c2ccc(CC(C)C)cc2)ccc1O (stereo not given)
 : 3%	2
> NC(=O)c1c(NC(=O)c2ccc(N3C(=O)CCC3=O)cc2)sc2c1CCCC2
 : 8%	-16
> CCN(CC(=O)Nc1cc(Cl)ccc1C)C(=O)CCOc1ccc(C)cc1
 : ?	.
> COc1ccc(NC(=O)NCCCCc2ccccc2)cc1OC
 : i	21
> Cc1cccc(Nc2cc(C)c3c(O)cccc3n2)c1C
 : ?	.
> O=C1C=C(c2cccc(Cl)c2)C[C@@H](c2ccc(F)cc2)C1
 : ?	.
> CCN=C(Nc1ccc2c(c1)OCO2)SC1CC(=O)N(c2ccccc2F)C1=O (stereo not given)
 : 14%	-10
> Cc1cc(C(=O)COC(=O)CNC(=O)c2ccc(F)cc2)c(C)n1Cc1ccco1
 : ?	.

# 2 consecutive records from above, for reference:
SMILES,S3 lipid droplet,S3 lipid droplet cell count max
COc1ccc2c(c1)C=C(C(=O)NCc1ccc(Cl)cc1)CO2,i,.
CC(=O)N1CCOc2ccc(S(=O)(=O)N3CCC(C(=O)Nc4ccc(C)c(C)c4)CC3)cc21,?,.

# Following part.
SMILES,S3 lipid droplet,S3 lipid droplet cell count max
Cc1ccc2nc(-c3ccncc3)cc(C(=O)NCCc3ccc(F)cc3)c2c1,?,.
O=c1c2ccccc2nc2n1CCc1c-2[nH]c2ccccc12,?,.
O=C(COC(=O)c1cccc([N+](=O)[O-])c1)NNC(=O)c1cccs1,-10%,-16
O=C(O)CCN1C(=O)/C(=C\c2ccc(-c3nc4ccccc4s3)o2)SC1=S,?,.
CCN1C(=O)C2(C(C#N)=C(N)Oc3n[nH]c(C(C)C)c32)c2ccccc21 (stereo not given),?,.
O=C(CCCN1C(=O)/C(=C/c2ccccc2)SC1=S)Nc1cccc(O)c1,4%,-16
COC(=O)CCCC(=O)Nc1ccc(Cl)c(Cl)c1,1%,-1
CCOC(=O)CSC1=NC(=O)CS1,i,-28
CCOc1ccc(Br)cc1/C=N/NC(=O)c1ccncc1,?,.
COc1ccc(NS(=O)(=O)c2ccc(NC(=O)c3ccc(N(C)S(C)(=O)=O)cc3)cc2)cc1,?,.
CCCc1ccc(/C=C2\C(=O)c3ccccc3C(O)=C2C(=O)OCC)cc1,i,.
COc1ccc(NC(=O)CSCC(=O)N(C)CC(=O)Nc2ccc(Cl)c(C(F)(F)F)c2)cc1,-30%,.
Cc1noc(C)c1S(=O)(=O)N1CCCC(C(=O)Nc2nccs2)C1 (stereo not given),?,.
Cc1ccc(S(=O)(=O)N2CCCCC2)cc1NC(=S)NC(=O)c1ccco1,6%,5
N#C/C(C(=O)c1ccccc1)=C1/CCCN1,i,.
O=C(NC1CCCC1)C(c1ccccn1)N(Cc1ccccc1F)C(=O)c1csnn1 (stereo not given),?,.
CC(=O)c1c(C)[nH]c(C(=O)COC(=O)c2cc(C)oc2C)c1C,-65%,-4
Cc1nc2ccccc2c(=O)n1/N=C/c1c(O)ccc2ccccc12,?,.
CO/N=C/NC(=O)c1c(OC)ccnc1Oc1ccc(Cl)cc1,?,.
CCN(CC(=O)N1CCOCC1)S(=O)(=O)c1ccc2ccccc2c1,?,.
CCOC(=O)C1(S(=O)(=O)c2ccccc2)CCN(Cc2ccc(Cl)cc2)CC1,?,.
CC(C)N1CCN(Cc2cn[nH]c2C2CCCCC2)CC1CCO (stereo not given),1%,3
COc1ccc(NC(=O)c2cc(C)cc(C)c2)cc1[N+](=O)[O-],6%,.
Cn1c(=O)c2c([nH]c(=S)n2Cc2ccc(Cl)cc2)n(C)c1=O,20%,6
